Screening results deposited in PubChem BioAssay by National Center for Advancing Translational Sciences (NCATS).
ATXN2 expr inh = reduces ATXN2 reporter expression in HEK-293 cells; actives 0.72% (n = 360,000); HEK-293 ATXN2-luciferase reporter, luminescence, 24 h; Potency, µM (titrated, usually from 57 µM), inactives show top-dose activity change, negative = inhibition, usual class: inhibitors; also: % is scaled to controls: 0 for no effect and ±100 for the full control effect; nearly all actives have a fitted effect of over 55% in size
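qHTS (up to 57 uM final) was run with 24 h compound exposure of reporter cells at 37 °C. Each well was multiplexed: SteadyGlo luminescence measured ATXN2-luciferase expression after a fluorogenic Gly-Phe-AFC viability readout (25 uM final).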
HepG2 tox = kills HepG2 cells in TGF-b inhibitor counter-screen; HepG2 CAGA-GFP viability, ATP luminescence, 18 h; AID 588856; actives 0.76% (n = 410,000); Potency, µM (titrated, usually from 46.1 µM), for inactives: at the top dose activity change, negative = cytotoxicity, hits mostly cytotoxic; also: some results filed as inactive show a strong effect at the top dose
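CellTiter-Glo luminescence gave cytotoxicity after 18 hours at 37 degrees C. The cells were HepG2 CAGA-GFP in 1% FBS DMEM, stimulated with 500 pg/mL TGF-beta after compound addition. %Activity was normalised to no-cell wells (complete cell-killing) and DMSO (no toxicity), and curves were fitted and classified.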
Nrf2 inh = Nrf2 pathway inhibition. A549 ARE-Fluc reporter, luciferase luminescence, 18-24 h. actives 2.1% (n = 360,000). AID 504444. Potency, µM (top dose mostly 46 µM), for inactives: at the highest dose activity change, negative = inhibition, hits mostly inhibitors; also: % is scaled to controls: 0 for no effect and ±100 for the full control effect; nearly all actives have a fitted effect of over 60% in size
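Cells were seeded and rested 2 h, then exposed to compounds for 18-24 h. CellTiter-Fluor was read first as a viability measure. BugLite was added 15 min before the final luminescent read of ARE-luciferase activity in A549 cells.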
A549 viability = counter-screen for Nrf2 inhibitors: cytotoxicity in A549 cells; A549 ARE-Fluc cells, CellTiter-Fluor viability, 18-24 h; Potency, µM (top dose mostly 46 µM), for the others: top-dose activity change, negative = cytotoxicity, most hits filed as inhibitors; actives 0.16% (n = 390,000); also: % is scaled to controls: 0 for no effect and ±100 for the full control effect
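A549 ARE-Fluc cells in 5% FBS OPTI-MEM, 5000 cells/well, rested 2 h then exposed to compounds in concentration-response for 18-24 h at 37 °C. Viability by CellTiter-Fluor fluorescence (Ex 405/Em 525) after 30 min; luciferase luminescence (BugLite, 15 min, RT) read afterwards.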
TGFb inhibitor = inhibitors of TGF-b signaling | actives 1.2% (n = 410,000) | Potency, µM (titrated, usually from 46.1 µM), inactives show at the highest dose activity, negative = inhibition, hits mostly inhibitors | HepG2 CAGA-GFP TGF-b/SMAD3 reporter, GFP fluorescence, 18 h; TGF-beta stimulated, 500 pg/mL final | AID 588855; also: % is scaled to controls: 0 for no effect and ±100 for the full control effect; nearly all actives have a fitted effect of over 65% in size
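Using HEPG2 CAGA-GFP reporter cells at 1000 cells/well, we pinned test compounds, stimulated with recombinant TGF-beta (500 pg/mL final) and measured total well GFP after 18 h.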
MCF10A rerep = induces DNA re-replication in MCF 10a normal breast cells; actives 2.9% (n = 350,000); MCF 10A DNA re-replication, Hoechst nuclear intensity, 48 h; AID 624296; Potency, µM (top dose mostly 46.1 µM), inactives show at the highest dose activity, positive = re-replication, usual class: activators; also: % of control where 0% means no effect; nearly all actives have a fitted effect of over 50% in size
S2 tox = viability counter-screen for ATXN expression inhibitors | Potency, µM (top dose mostly 56.7 µM), hits mostly cytotoxic | S2 cells (HEK-293 line with an ATXN2-luciferase reporter) viability, CellTiter-Fluor protease fluorescence, 24 h | actives 0.49% (n = 400,000); also: nearly all actives have a fitted effect of over 40% in size
Nrf2 activator = activates Nrf2 signaling | AREc32 ARE-luciferase reporter (MCF7-derived line), luminescence, 24 h | Potency, µM (doses to about 46.1 µM), for inactives: top-dose activation, actives largely listed as activators | actives 0.31% (n = 410,000); also: % of control where 0% means no effect; nearly all actives have a fitted effect of over 65% in size
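ARE-driven firefly luciferase activity in AREc32 cells measured after a 24 hr compound exposure at 37 deg C, using Steady-Glo reagent and a 30 min room-temperature hold.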
EPAC2 antag = blocks human EPAC2 exchange factor | Q8WZA2 | EPAC2 GEF exchange of Rap1B-BODIPY-GDP, fluorescence | Potency, µM (doses to about 114 µM), for inactives: at the top dose activity, negative = inhibition, most hits filed as inhibitors | actives 0.18% (n = 360,000); also: % is scaled to controls: 0 for no effect and ±100 for the full control effect; nearly all actives have a fitted effect of over 45% in size; many of its hits are not listed in these tables
Target sequence (Q8WZA2 whole entry, looked up): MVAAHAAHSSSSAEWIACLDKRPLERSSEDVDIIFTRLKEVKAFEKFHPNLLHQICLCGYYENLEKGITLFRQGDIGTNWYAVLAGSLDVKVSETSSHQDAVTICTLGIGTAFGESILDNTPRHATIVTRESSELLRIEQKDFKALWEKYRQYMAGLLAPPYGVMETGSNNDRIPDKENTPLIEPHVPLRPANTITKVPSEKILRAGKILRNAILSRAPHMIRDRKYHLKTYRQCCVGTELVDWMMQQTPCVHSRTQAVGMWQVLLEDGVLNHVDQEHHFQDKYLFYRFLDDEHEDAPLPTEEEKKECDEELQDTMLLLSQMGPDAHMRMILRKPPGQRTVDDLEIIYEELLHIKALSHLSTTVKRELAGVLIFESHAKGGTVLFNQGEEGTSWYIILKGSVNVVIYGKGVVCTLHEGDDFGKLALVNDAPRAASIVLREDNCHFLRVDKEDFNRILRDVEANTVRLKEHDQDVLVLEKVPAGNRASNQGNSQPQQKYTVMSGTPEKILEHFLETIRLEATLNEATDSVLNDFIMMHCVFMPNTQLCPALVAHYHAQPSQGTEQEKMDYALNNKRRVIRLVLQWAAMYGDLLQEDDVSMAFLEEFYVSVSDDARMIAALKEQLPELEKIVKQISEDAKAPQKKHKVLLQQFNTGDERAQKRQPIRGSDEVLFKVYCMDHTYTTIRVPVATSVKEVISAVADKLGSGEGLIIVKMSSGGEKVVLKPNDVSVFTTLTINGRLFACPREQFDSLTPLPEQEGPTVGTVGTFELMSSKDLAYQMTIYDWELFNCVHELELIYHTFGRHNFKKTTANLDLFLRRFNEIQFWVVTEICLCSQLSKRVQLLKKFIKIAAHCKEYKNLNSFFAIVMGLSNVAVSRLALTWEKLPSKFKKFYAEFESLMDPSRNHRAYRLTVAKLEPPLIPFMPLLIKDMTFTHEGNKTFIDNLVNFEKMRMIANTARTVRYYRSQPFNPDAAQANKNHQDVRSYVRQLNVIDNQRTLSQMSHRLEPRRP
* marks the source's active call; other numbers are inactive results; i = inactive; u = inconclusive; x = no result given; & = joins results of further samples; [ ] = another dose, or the depositor's remark. Calls follow the shape of the dose curve; as a rule, active = well fitted curve in the direction sought with a large enough effect; inconclusive = small, poorly fitted or top-dose-only effect, or another doubt; inactive = no such curve, though single readings can be large; an effect the other way counts as inactive or inconclusive. Potency is read from the fitted curve at half-maximal effect.

compound | ATXN2 expr inh | HepG2 tox | Nrf2 inh | A549 viability | TGFb inhibitor | MCF10A rerep | S2 tox | Nrf2 activator | EPAC2 antag
COc1ccc(C2CC(=O)NC(=O)C2)cc1 | 17.4% | -5.6% | 4.3% | 2.6% | 8.5% | -1.1% | i | -0.1% | 4.0%
COc1ccc(C(=O)ON=C2CCN(c3ccc([N+](=O)[O-])cc3)CC2)cc1 | -5.2% | -25.0% | 24.3% | -8.9% | 0.3% | 14.5% | i | 0.2% | -5.3%
CCOC(=O)C1(Cc2ccc(OC)cc2)CCN(C(=O)CCn2ccc(C)n2)CC1 | -19.7%[11.3 µM] | 11.8% | -3.1% | 0.9% | 5.0% | -7.4% | i | 0.0% | -6.0%
COCCOc1cc(NC(=O)c2sccc2Oc2ccc([N+](=O)[O-])cc2F)c(Cl)cc1Cl | -16.0% | -7.2% | u | -11.4% | u | -2.6% | i | -0.6% | -2.7%
O=C(N/N=C/C1CC=CCC1)c1cc(-c2cccnc2)nc2ccccc12 (configuration not stated) | 13.2% | -17.2% | 2.7% | 2.1% | -1.6% | -1.6% | i | -0.4% | -4.4%
C=CCCC(=O)N1C[C@H]2CON(C)[C@H]2C[C@H]1c1cccc(Nc2ccccc2)c1 | 1.5% | -11.2% | 6.3% | -2.7% | -14.9% | u | i | 0.5% | -13.8%
Cc1ccc(S(=O)(=O)N2CCN(C(=O)CN3CCOCC3)C2c2ccccc2)cc1 (configuration not stated) | -5.2% | -32.7% | -2.1% | -0.9% | -14.0% | 23.9% | i | 2.4% | -8.7%
O=C1CNC(=O)N1 | 3.0% | 0.2% | 0.6% | 0.3% | 2.5% | -17.6% | i | 0.6% | 22.2%
CCOC(=O)C1CCCN(C(=O)C2c3ccccc3Oc3ccccc32)C1 (configuration not stated) | 5.1% | -16.2% | -4.0% | -3.5% | -0.6% | 10.9% | u | -0.4% | 5.5%
CN(CC(=O)Nc1ccc(Cl)c(C(F)(F)F)c1)C(=O)COC(=O)C1CC2CCCC(C1)C2=O (configuration not stated) | 7.4% | -0.2% | -1.5% | 2.4% | 0.0% | 8.3% | i | 2.1% | -5.7%
Cc1cc(F)ccc1NC(=O)c1cc(S(=O)(=O)N2CCc3ccccc32)cn1C | u | -25.1% | u | -0.3% | u | 2.4% | i | 0.7% | 9.4%
CC(C)c1nnc(NC(=O)c2cc3ccccc3o2)s1 | 6.0% | -39.6% | u | 5.8% | -7.5% | -0.4% | i | 0.3% | 1.9%
Cc1cc(SC(C)C(=O)O)nc2ccccc12 (configuration not stated) | x | 29.3% | -27.0% | 1.3% | 8.4% | -7.0% | i | 0.7% | -2.2%
COc1cccc(C(=O)NCC2(c3ccccc3)CCCC2)c1OC | x | -16.1% | -5.5% | -2.3% | -19.3% | -1.0% | u | 0.4% | -17.6%
CN(C(=O)COC(=O)c1ccccc1OCc1ccc(F)cc1)C1CCS(=O)(=O)C1 (configuration not stated) | 12.3% | 1.4% | 3.0% | 0.5% | 0.5% | -2.1% | i | -1.3% | -1.8%
CCOC(=O)Nc1ccc2c(c1)N(C(=O)OCCN(C)C)c1ccccc1CC2 | -18.2%&-0.8% | -23.1%&-19.6% | 11.8%&-3.1% | 1.4%&6.2% | -6.4%&0.0% | 12.2%&0.2% | i | 4.4%&0.0% | 1.4%&-9.7%

(more compounds)
canonical_smiles,ATXN2 expr inh,HepG2 tox,Nrf2 inh,A549 viability,TGFb inhibitor,MCF10A rerep,S2 tox,Nrf2 activator,EPAC2 antag
COc1ccccc1CNC(=O)C1CCCN(S(=O)(=O)c2cccc3cccnc23)C1 (configuration not stated),-3.0%,4.6%,-12.3%,-1.9%,5.9%,-1.8%,i,-0.1%,-5.1%
CCc1nn(CC(=O)NCCCc2ccccc2)c(=O)c2cc3ccccc3n12,x,7.9%,3.9%,-1.2%,30.4%[activator],x,x,-0.8%,x
O=C(Nc1ccc(Cl)c(-c2nc3ccccc3[nH]2)c1)c1cccnc1,-3.7%,-13.4%,-4.0%,-0.4%,u,1.4%,i,2.3%,-16.4%
S=c1[nH]nc(Cc2ccc(Cl)cc2)o1,2.4%,-3.8%,-3.6%,4.5%,-8.1%,8.8%,i,2.6%,-2.2%
CC(=O)Oc1ccccc1C(=O)OCCN=C1NS(=O)(=O)c2ccccc21,-16.6%,0.4%,7.9%,2.2%,6.4%,4.2%,u,0.3%,1.0%
CCOc1ccc(N(CC(=O)OC)S(=O)(=O)c2ccc3c(c2)n(C)c(=O)c(=O)n3C)cc1,0.1%,-4.4%&6.8%,-6.8%,-0.6%&-6.1%,-22.3%&-6.2%,-0.8%,i,0.6%&-0.7%,u
CN(C)S(=O)(=O)c1ccc2c(c1)C(=NNC(N)=O)c1cc(S(=O)(=O)N(C)C)ccc1-2,1.7%,-0.4%,0.5%,-0.5%,0.9%,7.6%,i,-0.5%,1.3%
Cc1ccc(CN2CCC(c3nc4ccc(Cl)cc4[nH]3)CC2)cc1,u,-84.1%,8.3%,-21.2%,u,10.1%,i,9.2%,-2.0%
O=C(NCCCn1ccnc1)c1ccc(Cl)c(S(=O)(=O)N2CCOCC2)c1,4.9%,0.5%,-7.5%,2.2%,u,3.4%,i,0.2%,-7.6%
c1ccc(-c2cnnc3ccccc23)cc1,5.8%,0.0%,12.3%,-2.0%,u,-23.8%,i,-0.5%,-13.7%
Cc1ccc(NC(=O)COc2ccc(/C=C3/NC(=O)NC3=O)cc2)cc1,-22.4%,3.7%,-6.9%,3.2%,4.7%,4.9%,i,0.0%,17.6%
COc1ccc(OC)c(S(=O)(=O)N2CCC(C(=O)Nc3cccc(C(F)(F)F)c3)CC2)c1,u,-16.9%,x,u,3.4%,12.0%,u,1.6%,-4.5%
O=C(c1cccc(S(=O)(=O)N2CCCC2)c1)N1CCN(c2ccccc2)CC1,-14.8%,1.7%,u,-9.4%,3.9%,-1.1%,i,-0.8%,5.2%
COc1ccccc1CNC(=O)[C@H](CCSC)NC(=O)[C@@H]1Cc2ccccc2CN1,-10.8%,-45.0%,-3.5%,10.8%,-12.2%,16.1%,i,-0.1%,1.7%
Cc1cc(F)ccc1S(=O)(=O)Nc1c(C)n(C)n(-c2ccccc2)c1=O,7.3%,-67.4%,6.0%,0.8%,u,-0.8%,i,-1.1%,-13.8%
CCSc1nnc(-c2ccccc2N)c(=O)[nH]1,58.0%[activator],-20.3%,u,-3.8%[1.84 µM],-18.4%,1.6%,i,0.6%,3.7%
COCc1cc(CN2CCCC(C(=O)Nc3ccc(-c4ccco4)cc3)C2)ccc1OC (configuration not stated),-25.9%,-40.2%,3.6%,-8.5%,u,1.7%,i,17.0%,-6.2%
O=C(O)CC1SC(=Nc2ccccc2)N(c2ccccc2)C1=O (configuration not stated),3.3%,11.4%,8.5%,-1.2%,-5.8%,3.9%,i,-0.8%,2.9%
CC(C)c1ccccc1Oc1c(C(F)(F)F)oc2c(CN3CCN(C)CC3)c(O)ccc2c1=O,-2.5%,-17.0%,3.1%,-1.1%,-0.6%,x,i,3.8%,x
O=c1oc2ccccc2cc1-c1nc2c(s1)CCCC2,u,-13.9%,u,29.1%,13.8%,1.16µM*,x,9.3%,5.2%
O=C(CN1C(=O)NC2(CCCC2)C1=O)Nc1ccc(F)c([N+](=O)[O-])c1,-0.7%,-40.3%,-4.7%,2.2%,-18.4%,18.2%,i,25.0%,1.0%
CCCc1cc(=O)[nH]c(SCC(=O)N2c3ccccc3CC2C)n1 (configuration not stated),-2.8%,-5.0%,12.2%,-0.3%,1.4%,3.6%,i,-0.4%,-29.1%
Cc1noc2nc(C(=O)O)nc(N3CCCCC3)c12,-2.1%,-2.3%,2.6%[9.27 µM],0.1%,6.0%,x,i,-0.9%,x
COc1cc2cc(CNc3ccccc3)c(=O)n(CC(=O)Nc3ccccc3)c2cc1OC,12.6%,-30.3%,x,4.9%,u,x,x,5.1%,x
CC(=O)C1=NOC2C(=O)N(c3ccc(Cl)cc3)C(=O)C12 (configuration not stated),x,-27.0%,3.8%,-1.2%,-10.9%,4.6%,i,0.2%,2.5%
CNS(=O)(=O)c1cnccc1N1CCN(c2cccc(Cl)c2)CC1,-16.4%,2.9%,-27.2%,1.3%,-31.6%,-1.6%,i,-0.5%,-7.4%
Cc1cccc(-n2c(-c3csc(C)c3)n[nH]c2=S)c1,-11.1%,-16.9%,x,-2.4%,1.4%,-22.0%,i,-0.2%,-3.5%
CCC(C)(C)NC(=O)/C=C/c1cccs1,21.3%,4.2%,-9.6%,4.2%,0.4%,1.8%,i,2.3%,8.2%

Profiles, quoted from the list. Values in the order: ATXN2 expr inh, HepG2 tox, Nrf2 inh, A549 viability, TGFb inhibitor, MCF10A rerep, S2 tox, Nrf2 activator, EPAC2 antag
CCC(C)(C)NC(=O)/C=C/c1cccs1 in the list: 21.3%, 4.2%, -9.6%, 4.2%, 0.4%, 1.8%, i, 2.3%, 8.2%
Cc1cccc(-n2c(-c3csc(C)c3)n[nH]c2=S)c1 in the list: -11.1%, -16.9%, x, -2.4%, 1.4%, -22.0%, i, -0.2%, -3.5%

An excerpt; rates above refer to the full screens.
